m-calpain inh: inhibitors of pig calpain II, primary screen, biochemical, fluorogenic peptide substrate, 1536-well; purified calpain II, 30 min; inhibition, % at 16 µM; hit rate 0.37% among 220,000;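 active = inhibition above about 50%, limit read from the data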
Tb hexokinase: Trypanosoma brucei hexokinase 1 inhibitors, primary screen, biochemical, G6PDH-coupled NADH absorbance, MLSCN library. hexokinase 1 [Trypanosoma brucei]. recombinant TbHK1, G6PDH-coupled NADH A340. inhibition, % at 10 µM. hit rate 0.11% among 220,000. AID 1430, 2008;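 active = inhibition of 50% or more in the single-dose primary screen; inactive = inhibition below 50%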
PGE2 EP2 inh: human EP2 receptor antagonists, primary screen, TR-FRET cAMP, C6 glioma cells; C6 glioma cells expressing human EP2; cells stimulated with saturating PGE2; hit rate 0.52% among 260,000; Prostaglandin E2 receptor EP2 subtype (Homo sapiens), P43116; inhibition, % at 25 µM; AID 1422, 2008;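 active = percent inhibition above 40 after rounding to a whole number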;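 note: rat C6 glioma host cells with rolipram phosphodiesterase inhibitor present; the protocol text gives 20 µM as final concentration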
Rad51 HR inh: human RAD51 strand exchange inhibitors, primary screen, biochemical, fluorescence; inhibition, % at 10 µM; DNA repair protein RAD51 homolog 1 (Homo sapiens), Q06609; hit rate 0.085% among 200,000; AID 1385, 2008; hRad51 DNA strand exchange, fluorescence dequenching;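 active = inhibition above 40% at the single screening dose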;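 note: 0% = DMSO control wells and 100% = blanks with heterologous ssDNA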
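Test system – preformed human Rad51 ssDNA filaments · Reagent – Donor/quencher-labelled 47-bp dsDNA substrate · Incubation – 37 °C 15-min filament assembly, 30-min compound preincubation, 15-min exchange · Signal – FRET fluorescence dequenching, excitation 485 nm, emission 520 nm · Read-out – percent inhibition from fluorescence, normalised to plate control and blank means · Benchmarks – plate control and blank wells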
Hck Nef HTS: inhibitors of Nef-activated human Hck kinase, primary screen, biochemical, Z-Lyte FRET, 384-well, Hck-YEEI. Tyrosine-protein kinase HCK (Homo sapiens), P08631. Recombinant Hck-YEEI plus Nef, Z-Lyte FRET kinase assay. inhibition, % at 20 µM. hit rate 0.68% among 220,000. AID 463187, 2010;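 active = Hck-Nef kinase inhibition above about 50%, limit read from the data; inactive = inhibition below that limit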;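 note: 0% = DMSO with Hck plus Nef and 100% = Hck alone without Nef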
EP2 modulator: EP2 receptor modulators, cAMP readout, primary screen, cell-based, HTRF cAMP, PGE2 stimulation; EP2-expressing cells, cAMP HTRF FRET, PGE2 co-stimulation; induction, % at 25 µM; hit rate 0.83% among 260,000; AID 940, 2007;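 active = compounds whose cAMP rise, as percent of the full-agonist control response, exceeds 60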;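 note: rat C6 glioma line stably carrying human EP2 under a CMV promoter; the protocol text gives 20 µM as final concentration; 100% = response of wells given 1 µM PGE2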
eIF4E 4G PPI: eIF4E–eIF4G protein interaction inhibitors, primary screen, biochemical, uHTS, TR-FRET, eIF4GI fragment | Eukaryotic translation initiation factor 4E (Mus musculus) + Eukaryotic translation … | TR-FRET eIF4E-eIF4GI(517-606) binding, 2 h | inhibition, % at 21.7 µM | hit rate 0.37% among 220,000 | AID 782, 2007;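 active = inhibition above about 30%, limit read from the data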;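 note: 0% = full FRET control wells and 100% = background wells lacking eIF4GI fragment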
14-3-3 Bad inh: inhibitors of 14-3-3 zeta/Bad binding, primary screen, biochemical, TR-FRET, bovine 14-3-3 zeta | 14-3-3 protein zeta/delta (Bos taurus), P63103 | TR-FRET 14-3-3zeta/Dy647-pBad peptide displacement, 1 h | inhibition, % at 21.7 µM | hit rate 0.71% among 220,000;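 active = inhibition above about 70%, limit read from the data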;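 note: 0% = full 14-3-3 plus peptide FRET controls and 100% = background without 14-3-3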
zVAD death inh: inhibitors of zVAD-triggered necroptosis, primary screen, L929 cells. L929 zVAD necroptosis rescue, ATP luminescence, 24 h; with zVAD 60 µM. viability rescue, % at 10 µM. hit rate 0.38% among 220,000. AID 1377, 2008;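 active = activation, scaled between plate controls, above about 75%, limit read from the data; inactive = activation under that limit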;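 note: 0% = zVAD with DMSO and 100% = DMSO alone without zVAD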
An asterisk follows results filed as active; x = not tested or not shown; & = joins results of further samples; [ ] = dose if it differs, or a comment. Some of the compounds tested. The share of hits here may be higher or lower than overall.

SMILES | m-calpain inh | Tb hexokinase | PGE2 EP2 inh | Rad51 HR inh | Hck Nef HTS | EP2 modulator | eIF4E 4G PPI | 14-3-3 Bad inh | zVAD death inh
Cn1c(=O)c2c(ncn2CC(=O)NCc2cccnc2)n(C)c1=O | -25.9 | 2.8 | 18.4 | 15.8 | -0.6 | 19.4 | -0.6 | -17.0[fluorescence artefact?] | 1.8
COc1ccc(CCNS(=O)(=O)c2ccccc2)cc1OC | -3.5 | 0.0 | 10.2 | -11.3 | 7.7 | -7.4 | -17.7 | 1.2 | 0.2
Fc1cc(F)c(F)c(SCCc2ccncc2)c1F | 12.4 | -1.5 | 6.4 | -5.2 | 0.1 | 20.5 | 3.5 | 10.6 | -0.1
Cn1c(=O)c2c(ncn2CC(=O)OCc2ccccc2)n(C)c1=O | -22.6 | -5.0 | 3.5&11.8 | 2.6 | 0.3 | 20.9&1.0 | -0.5 | 8.7 | -0.4
CNC(=O)c1cccc(N2CCCC2=O)c1 | 7.5 | -9.8 | 22.2 | -2.2 | -1.9 | 7.8 | 5.4 | 12.3 | 0.0
Cc1onc(-c2ccccc2)c1C(=O)NCc1ccccn1 | -13.2 | 3.0 | 17.5 | -0.1 | 1.6 | 21.4 | -0.1 | 7.6 | -0.9
O=C(c1cc(-c2ccccc2O)on1)N1CCCC1 | -9.7 | 0.5 | 8.3 | -3.7 | 18.9 | 10.0 | 0.4 | -2.2 | 1.7
CCC(=O)N1CCN(c2cc(NCC3CCCO3)c(F)cc2[N+](=O)[O-])CC1 (stereo not given) | -1.8 | -6.9 | 9.8 | 17.3 | -6.8 | -18.1 | 7.5 | -4.7 | 0.7
CC(NC(=O)Cn1nc(C(F)(F)F)c2c1CCC2)c1ccccc1 (stereo not given) | 10.2 | 26.3 | -0.7 | -1.6 | -8.4 | 29.3 | -0.6 | -10.6 | -0.2
CCn1nnc(-c2ccccc2NC(=O)c2cc(OC)cc(OC)c2)n1 | -53.0 | -9.2 | 3.1 | 2.6 | 0.7 | 73.9* | -1.2 | -7.2 | -0.2
O=C(CSc1nc2ccccc2c(=O)[nH]1)Nc1ccccc1N1CCOCC1 | -26.6 | -13.1 | 7.5 | 2.4 | 21.3 | 37.9 | 0.0 | 2.7 | 0.6
Cc1[nH]c2ccccc2c1C(O)CN1CCN(c2cccc(C(F)(F)F)c2)CC1 (stereo not given) | -14.9 | 0.2 | 15.4 | 8.2 | -0.5 | 22.6 | 1.5 | -3.9 | 1.4
COc1cc(NC(=O)C2CCCO2)c(C(=O)O)cc1OC (stereo not given) | -7.2 | 0.2 | 4.2 | -6.4 | 0.3 | 24.3 | 13.4 | 29.6 | -0.3
O=C(Cc1c(F)cccc1Cl)Nc1ccc(-n2cnnn2)cc1 | -17.4 | -2.7 | 10.8 | 18.7 | 23.4 | 9.1 | -1.0 | -5.2 | 1.5
CCOc1ccccc1CNCCO | -18.5 | 2.0 | 1.4 | -3.9 | -0.1 | 2.4 | -4.5 | 6.2 | -0.1
C=CCN(CC=C)C(=O)CCc1nnc(CCc2c[nH]c3ccccc23)o1 | 17.3 | -5.9 | 4.0 | -3.0 | 16.2 | -46.3 | 1.0 | -3.1 | -1.3
O=C(NC1CCN(Cc2ccccc2)CC1)C1CCN(c2nnc(-n3cccc3)s2)CC1 | -11.3 | 4.1 | 3.5 | 2.4 | -3.0 | 4.5 | 1.1 | 7.4[fluorescence artefact?] | 1.9
CC/C(C)=N/Nc1cccc([N+](=O)[O-])c1 | 20.8 | -7.5 | 12.8 | -5.5 | 1.3 | -1.4 | -3.0 | 3.5 | -1.0
O=C(Nc1cccc(C(F)(F)F)c1)C(Sc1cccc[n+]1[O-])c1ccccc1 (stereo not given) | -15.3 | -6.9 | 5.4 | 1.0 | 3.6 | -27.7 | 13.1[fluorescence artefact?] | -9.4[fluorescence artefact?] | 1.1
O=C(COC(=O)Cc1ccc(Cl)cc1Cl)NCCC1=CCCCC1 | -3.3 | 37.2 | 4.0 | -9.4 | -0.2 | 14.4 | 1.7 | -12.3 | 0.1
O=C1CN(C(=O)COc2ccccc2)CCN1 | -10.5 | -0.3 | 10.6 | -3.5 | 4.9 | 29.1 | -0.8 | 1.1 | 0.4
O=[N+]([O-])c1cccc(S(=O)(=O)NCC2CCCO2)c1 (stereo not given) | -5.1 | 1.7 | 4.3 | -34.8 | 3.2 | 14.4 | -1.2 | -0.1 | 0.5
CC(c1cccnc1)N(CCN(C)C)C(=O)Nc1ccc(Cl)c(Cl)c1 (stereo not given) | x | 1.9 | 11.9 | 7.2 | 2.0 | x | x | x | 1.1
Cc1cccc(CC2S/C(=N/c3cccc(C)n3)NC2=O)c1 (stereo not given) | 0.6 | 4.5 | 6.2 | x | 27.4 | -6.6 | -3.4 | -4.8 | 0.8
COc1ccccc1NC(=O)c1ccc(COc2ccccc2OC)o1 | 26.2 | 2.3 | 13.3 | -1.6 | 8.3 | -24.4 | x | x | 0.1
CCOC(=O)C(C(=O)NCC1CCCO1)C1CCCCC1 (stereo not given) | -11.6 | -7.6 | 10.6 | 0.7 | 5.5 | 23.2 | 5.0 | 3.9[fluorescence artefact?] | 0.2
COC(=O)c1cc2sccc2n1CC(=O)N(C)c1ccccc1 | -4.2 | 1.5 | 8.2 | -11.9 | 18.7 | -23.8 | -0.2 | -14.5 | -1.0
CCOc1cc(/C=C/C(=O)Nc2ccc(C(=O)NCCN(CC)CC)cc2)ccc1OCC(C)C | -160.5 | -36.8 | 8.9 | 10.7 | 29.6 | -63.9 | 6.7 | 6.2 | -2.8
Cc1nc2sc(C(=O)c3ccccc3)c(N)c2c(C)c1C | -215.5 | -2.4 | 15.7 | x | 6.0 | 10.1 | 0.2 | -4.4 | 0.4
COc1ccccc1OCCC(=O)OCC(=O)c1[nH]c(C)c(C(C)=O)c1C | 14.1 | 2.0 | 5.5 | 6.7 | -3.6 | -17.4 | 0.6 | -1.4 | 4.0
CCOC(=O)CON1C(=O)C(=O)N(OCC(=O)OCC)C2CCCCC21 (stereo not given) | -31.2 | -11.3 | 14.2 | -2.4 | 18.6 | 14.1 | -2.3 | -15.5 | 30.2
CCN(Cc1ccncc1)C(=S)Nc1ccccc1 | -4.5 | -5.6 | 1.8 | 0.4 | 18.0 | -5.7 | -1.6 | -14.2 | 1.1
Cc1c(C(=O)OC(C)C)[nH]c2c1C(=O)CCC2 | 4.0 | 0.6 | 8.7 | -0.7 | 5.9 | -16.3 | 5.2[fluorescence artefact?] | -14.5[fluorescence artefact?] | -0.3
CCCCSCc1cc(C(=O)O)oc1C(C)(C)C | 6.6 | -0.9 | 1.0 | -110.8 | 4.4 | -1.9 | 1.1 | -0.8 | 0.1
Cc1ccc2cccc(OC(=O)/C=C\c3ccccc3)c2n1 | -10.9 | 2.1 | 5.4 | -9.6 | 25.0 | -6.6 | -0.4 | -17.6 | 0.3
CCc1cccc(CC)c1NC(=O)c1cc(CN2C(=O)c3ccccc3C2=O)ccc1OC | 50.1* | 34.9 | 5.6 | -0.7 | -2.1 | 40.1 | -0.7 | 10.2 | -0.4
O=C(N=C1N=C2C=CC=CN2Cc2ccccc21)c1ccc(S(=O)(=O)N2CCOCC2)cc1 | -20.7 | -1.0 | 3.2 | 0.8 | 22.9 | 3.8 | -3.4 | -19.2 | 5.2
Cc1ccccc1NS(=O)(=O)c1ccc(C)c(C(N)=O)c1 | -11.1 | 0.9 | 4.6 | 7.1 | -2.5 | -8.0 | -2.5[fluorescence artefact?] | 11.1[fluorescence artefact?] | -0.1
COc1ccc(CCn2c(N3CCOCC3)nc3c2c(=O)[nH]c(=O)n3C)cc1 | -5.0 | -7.1 | 9.5 | -0.3 | 0.0 | 8.2 | -19.5[fluorescence artefact?] | -8.2[fluorescence artefact?] | -0.2
CCOc1ccccc1NC(=O)CN(C)S(=O)(=O)c1cnc[nH]1 | -26.4 | -2.0 | 12.9 | 1.3 | 22.4 | -1.2 | 2.3 | -5.8 | 0.7
Cc1cc(C)c2nc(NNC(=O)c3ccc(S(=O)(=O)N4CCCC(C)C4)cc3)sc2c1 (stereo not given) | -83.4 | 4.2 | 9.0 | x | -6.4 | 32.0 | 1.3[fluorescence artefact?] | -9.1 | x
COC(=O)CCC(=O)Oc1ccc(OC(=O)CCC(=O)OC)cc1 | 11.4 | 8.7 | 3.5 | x | -17.7 | 33.3 | 3.9[fluorescence artefact?] | -7.5 | x
CCOC(=O)c1cnc(SCC(=O)c2ccc(C)cc2)nc1N | 22.1 | 5.5 | 7.9&12.1 | -3.9 | -6.9 | -8.0&-40.5 | -5.4[fluorescence artefact?] | -2.2 | 0.2
CC(C)CN(CC(C)C)S(=O)(=O)N1CCC(C(=O)NCc2ccc(F)cc2)CC1 | 4.5 | 10.3 | 8.8 | -0.3 | 2.2 | -15.1 | 2.0 | 4.3 | 0.6
Cc1ccc(S(=O)(=O)N2CCOCC2)cc1NC(=O)CN1CCC(Cc2ccccc2)CC1 | 12.9 | -4.4 | 5.4 | x | -2.5 | 32.0 | 1.5 | 65.3 | 1.0
COC(=O)c1cc(NC(=O)C2C3C=CC(C3)C2C(=O)O)cc(C(=O)OC)c1 (stereo not given) | -19.1 | 0.5 | 8.1 | 3.6 | 0.8 | 20.4 | -0.8 | -11.1 | -0.2
Cc1ccc(C(=O)NCC(=O)NCC(=O)OCC(=O)c2cccs2)cc1 | 12.6 | -4.4 | 8.7 | x | 3.2 | 18.4 | 14.3[fluorescence artefact?] | -0.4[fluorescence artefact?] | 1.1
CCCC(=O)Nc1nc2ccc(NC(=O)c3cccnc3)cc2s1 | -3.9 | -6.3 | 5.0 | -7.0 | 2.3 | 0.5 | 1.1 | 2.6 | 11.4
CCCN(CCC)C1CC(=O)N(Cc2ccccc2)C1=O (stereo not given) | 2.4 | 0.1 | -5.2 | 7.5 | -3.4 | 3.6 | 0.5[fluorescence artefact?] | 15.9 | 0.2
COc1ccc(S(=O)(=O)N2CCN(C(=O)COc3ccc4c(C)cc(=O)oc4c3)CC2)cc1 | -51.9 | -9.1 | 9.8 | -0.4 | 2.3 | -13.1 | -1.1 | 0.8 | -0.5
O=C(COc1ccccc1)N1CCN(C(=O)c2cccc(F)c2)CC1 | -36.7 | -1.4 | 11.8 | 3.9 | -1.6 | 1.5 | -1.1 | 12.6 | 2.9

An excerpt from above, limited to eIF4E 4G PPI, Tb hexokinase and EP2 modulator.
compound | eIF4E 4G PPI | Tb hexokinase | EP2 modulator
COc1ccc(S(=O)(=O)N2CCN(C(=O)COc3ccc4c(C)cc(=O)oc4c3)CC2)cc1 | -1.1 | -9.1 | -13.1
COC(=O)CCC(=O)Oc1ccc(OC(=O)CCC(=O)OC)cc1 | 3.9[fluorescence artefact?] | 8.7 | 33.3
